# LYPLA1 counter: blocks human lysophospholipase 1, a PME1 counter-screen; O75608; recombinant LYPLA1, FP-Rh probe fluorescence polarization; inhibition, % at 5.9 µM; actives 0.16% (n = 320,000); AID 2174;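 active = inhibition above the mean of all tested compounds plus 3 SD, set per campaign, cut at about 14% in these data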;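 note: inhibitors block serine hydrolase probe labeling of LYPLA1 so polarization falls; 0% = enzyme with DMSO and 100% = wells lacking LYPLA1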
# PREPL inhibitor: inhibits the human prolyl oligopeptidase-like enzyme | Q4J6C6 | recombinant PREPL, fluorescence polarization activity-based probe | inhibition, % at 5.96 µM | actives 0.68% (n = 320,000) | AID 2751; in the data active = inhibition above about 43%;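 note: 0% = enzyme with DMSO and 100% = wells lacking enzyme; many of its hits are not listed in these tables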
# pPAFAH FP inh: inhibitors of human plasma PAF acetylhydrolase (pPAFAH); Q13093; recombinant pPAFAH, FP-rhodamine probe fluorescence polarization; actives 1.5% (n = 330,000); inhibition, % at 3.39 µM;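 active = inhibition above the mean inhibition across the screen plus 3 SD, cut at about 25% in these data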;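 note: inhibitors block binding of the rhodamine activity-based probe so polarization drops; 0% = enzyme with DMSO and 100% = wells lacking pPAFAH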
# PAFAH1B3 inh: blocks human PAF acetylhydrolase 1B catalytic subunit 3; recombinant PAFAH1B3, FP-rhodamine probe, fluorescence polarization; AID 492972; Q15102; actives 0.28% (n = 340,000); inhibition, % at 3.39 µM;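 active = inhibition above the screen-wide average of all tested compounds plus 3 SD, cut at about 25% in these data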;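 note: 0% = enzyme with DMSO only and 100% = wells lacking PAFAH1B3 protein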
# Target sequence (Q15102 whole entry, looked up): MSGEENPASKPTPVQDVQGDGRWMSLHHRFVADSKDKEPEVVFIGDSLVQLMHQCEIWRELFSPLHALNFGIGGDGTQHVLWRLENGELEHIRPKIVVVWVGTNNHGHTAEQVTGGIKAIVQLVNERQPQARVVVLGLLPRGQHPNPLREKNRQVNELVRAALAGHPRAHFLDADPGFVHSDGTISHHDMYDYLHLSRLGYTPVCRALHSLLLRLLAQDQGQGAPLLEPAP
# GSTO1 counter: blocks human GSTO1 in RBBP9 counter-screen | P78417 | recombinant GSTO1, activity-based probe fluorescence polarization | inhibition, % at 5.96 µM | actives 1.1% (n = 300,000);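 active = inhibition above the campaign mean inhibition plus 3 SD, cut at about 35% in these data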;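 note: 0% = GSTO1-1 with DMSO and 100% = wells lacking GSTO1-1 enzyme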
# PME-1 primary: blocks human protein phosphatase methylesterase 1; Q9Y570; recombinant PME-1, FP-Rh probe fluorescence polarization; inhibition, % at 5.9 µM; actives 0.53% (n = 320,000);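 active = inhibition above the campaign mean of all compounds plus 3 SD, cut at about 26% in these data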;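 note: competitive labeling of PME-1 active site by serine hydrolase directed probe; 0% = PME-1 with DMSO and 100% = wells lacking PME-1 enzyme; inhibitors block probe labeling so polarization falls and inhibition rises; many of its hits are not listed in these tables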
# LYPLA2 counter: LYPLA2 (human) inhibition in PME1 counter-screen; O95372; recombinant LYPLA2, FP-Rh probe fluorescence polarization; inhibition, % at 5.9 µM; actives 0.38% (n = 320,000); AID 2177;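 active = inhibition above the screen-wide mean plus 3 SD, limit set per campaign, cut at about 26% in these data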;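 note: 0% = LYPLA2 with DMSO and 100% = wells lacking LYPLA2 enzyme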
# PAD4 inh: PAD4 (human) enzyme inhibition; Q9UM07; recombinant PAD4, RCA probe fluorescence polarization; inhibition, % at 6.36 µM; actives 0.41% (n = 330,000); AID 485272;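 active = percent inhibition above a cutoff equal to the mean of all tested compounds plus 3 SD, cut at about 15% in these data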;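 note: 0% = PAD4 with RCA probe and DMSO and 100% = probe without PAD4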
# Target sequence (Q9UM07 whole entry, looked up): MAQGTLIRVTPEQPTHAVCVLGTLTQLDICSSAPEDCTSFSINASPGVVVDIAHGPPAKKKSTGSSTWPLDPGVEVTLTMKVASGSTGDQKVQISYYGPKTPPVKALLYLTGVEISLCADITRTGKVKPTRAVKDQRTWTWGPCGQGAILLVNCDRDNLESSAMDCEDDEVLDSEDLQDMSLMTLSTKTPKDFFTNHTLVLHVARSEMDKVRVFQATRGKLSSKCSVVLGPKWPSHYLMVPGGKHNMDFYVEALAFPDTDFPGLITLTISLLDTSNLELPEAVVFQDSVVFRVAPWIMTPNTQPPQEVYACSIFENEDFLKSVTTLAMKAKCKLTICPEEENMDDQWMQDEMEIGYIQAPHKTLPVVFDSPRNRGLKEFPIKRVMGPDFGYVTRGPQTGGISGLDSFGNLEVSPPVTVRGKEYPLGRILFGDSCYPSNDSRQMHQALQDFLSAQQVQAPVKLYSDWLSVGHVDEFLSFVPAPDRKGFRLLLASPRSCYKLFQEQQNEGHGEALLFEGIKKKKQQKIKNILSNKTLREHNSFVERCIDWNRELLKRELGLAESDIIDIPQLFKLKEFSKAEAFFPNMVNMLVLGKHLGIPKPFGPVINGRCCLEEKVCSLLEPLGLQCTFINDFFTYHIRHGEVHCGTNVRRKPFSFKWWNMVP
# PAFAH1B2 inh: blocks human PAF acetylhydrolase 1b catalytic subunit 2. P68402. recombinant PAFAH1B2, FP-rhodamine activity probe, fluorescence polarization. inhibition, % at 3.39 µM. actives 1.2% (n = 340,000). AID 492953;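 active = inhibition above the mean of all tested compounds plus 3 SD, cut at about 24% in these data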;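 note: 0% = enzyme with DMSO and 100% = wells lacking PAFAH1B2; many of its hits are not listed in these tables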
# * = called active by the depositor; . = no result given.
# Results follow in this order: LYPLA1 counter | PREPL inhibitor | pPAFAH FP inh | PAFAH1B3 inh | GSTO1 counter | PME-1 primary | LYPLA2 counter | PAD4 inh | PAFAH1B2 inh
COc1cc(/C=N\n2nnnc2N)ccc1OCc1ccc(F)cc1
  -3 | 31 | 2 | -3 | -8 | -3 | -3 | 1 | -4
C=CCN(C(=O)CNC(=O)c1ccco1)C(C(=O)NC1CCCC1)c1cccs1 (configuration not stated)
  1 | -2 | -1 | 2 | 2 | -4 | -6 | -1 | 1
O=C(CCc1ccc(S(=O)(=O)N2CCOCC2)cc1)Nc1ccc2ccccc2c1
  3 | 18 | 3 | 2 | 2 | -1 | 2 | 2 | 4
COc1ccc2nc(/C(C#N)=C\c3ccc(Oc4ccc([N+](=O)[O-])cn4)cc3)[nH]c2c1
  -12 | 11 | 10 | 8 | 1 | 20 | 5 | -2 | 0
CC(=O)NCCn1c(SCc2ccccc2F)nc2ccccc2c1=O
  3 | 19 | 8 | 9 | 0 | 4 | 14 | -3 | 6
Cc1ccc(S(=O)(=O)NCCc2cc3ccc(C)c(C)c3[nH]c2=O)cc1
  -7 | 11 | 4 | -9 | 3 | -1 | -5 | -2 | 16
CN(C)C(=S)SCC(=O)NCc1ccc(F)cc1
  2 | -3 | 3 | 11 | -5 | -4 | 6 | -1 | 0
N#CC1=C(SCC(N)=O)NC2=C(C(=O)c3ccccc32)C1c1ccc(Cl)cc1 (configuration not stated)
  -3 | 5 | 15 | -2 | -29 | -2 | 1 | -6 | -1
Cc1cccnc1NC(=O)CCc1c[nH]c2ccccc12
  -2 | 46* | 5 | 3 | -2 | 4 | 3 | -1 | 3
CCn1ncc(/C=N\NC(=O)COc2ccccc2)c1C
  -3 | -2 | -2 | 3 | 3 | -3 | -7 | 6 | -4
CC1CCCC(C)N1CCCNC(=O)c1cc2c(=O)n(C)c3ccccc3c2n1C (configuration not stated)
  1 | -17 | -5 | 9 | 6 | 5 | -2 | 2 | 0
COc1ccc(/C=N/NC(=O)c2ccc(N(C)S(=O)(=O)c3ccccc3)cc2)c(OC)c1
  -7 | -3 | 1 | 2 | -1 | -6 | -8 | -2 | 1
O=c1cc(CN2CCCCCC2)nc2sccn12
  3 | 9 | -3 | 4 | 4 | 3 | 6 | 2 | 2
CCOC(=O)N1CCN(C(=O)C2CCC(CNS(=O)(=O)c3ccccc3)CC2)CC1 (configuration not stated)
  0 | 7 | 17 | 4 | -1 | -7 | -1 | -4 | 0
COc1ccc(NC(=O)CSCCc2ccccn2)cc1OC
  -2 | 12 | 2 | -9 | -3 | 0 | 3 | 3 | -5

# Continued.
# Results follow in this order: LYPLA1 counter | PREPL inhibitor | pPAFAH FP inh | PAFAH1B3 inh | GSTO1 counter | PME-1 primary | LYPLA2 counter | PAD4 inh | PAFAH1B2 inh
CCN1C(=O)N[C@@H](c2cccc(F)c2)C(C(C)=O)=C1C
  0 | -3 | -5 | 14 | 1 | -2 | 3 | -2 | 4
Nc1ccc(-c2cc3ccccc3c(=O)o2)cc1
  . | 21 | 10 | 9 | . | . | . | 4 | 7
CC(C)=CCN1CCN(Cc2c[nH]c3ccccc23)CC1CCO (configuration not stated)
  -2 | 2 | 7 | -3 | 18 | -4 | 3 | 2 | 3
Cc1ccnc(NC(=O)c2ccoc2C)c1
  0 | 11 | -1 | -3 | 1 | 3 | 11 | 1 | 3
Cc1ccccc1S(=O)(=O)Nc1ncnc2sccc12
  -5 | 15 | 1 | -2 | . | -3 | -4 | -3 | 7
COc1ccc2nc(NC(=O)c3ccc4ncsc4c3)sc2c1
  -1 | -2 | -5 | -11 | -5 | -17 | -2 | 4 | 3
CCN(CC)CCNC(=O)CNC(=O)c1nn(-c2ccc(OC)c(OC)c2)c(=O)c2ccccc12
  -1 | -8 | 3 | 6 | 3 | -5 | 4 | -3 | -2
Cc1ccc2nc(NC(=O)C3CC(=O)N(Cc4ccco4)C3)sc2c1 (configuration not stated)
  -5 | 2 | -5 | 1 | 9 | -1 | -4 | -2 | -4
Cc1ccc(S(=O)(=O)CCSc2nc(C)cc(C(F)(F)F)c2C#N)cc1
  10 | 6 | 1 | 5 | 10 | 6 | 6 | -1 | 9
COc1ccc(-c2[nH]ncc2CN(C)Cc2ccccn2)c(OC)c1
  -1 | 5 | -2 | 10 | 25 | -1 | 0 | -2 | 2
CCc1c(C)nc(N2CCN(c3ccc(Cl)cc3)CC2)[nH]c1=O
  -2 | 21 | 7 | 6 | 4 | -4 | -6 | -5 | 15
COc1ccc(C(=O)NCc2nnc(SCC(=O)Nc3cc(C)cc(C)c3)o2)cc1OC
  -4 | 2 | 2 | -4 | -1 | 1 | -5 | 3 | 5
Cc1nc(SC(C)C(=O)NCC2CCCO2)c2cc(-c3ccccc3)sc2n1 (configuration not stated)
  -4 | 20 | 2 | 3 | -38 | -7 | -7 | 0 | 0
CN(C)S(=O)(=O)c1ccc(N2CCCC2)c(C(=O)N2CCC(C(N)=O)CC2)c1
  1 | 11 | 5 | 10 | -10 | 2 | 2 | -6 | -2
O=C1NC(CCc2ccccc2)C(=O)N1Cc1ccccc1Cl (configuration not stated)
  4 | -24 | 4 | 1 | 8 | 5 | 9 | -7 | -1

# Part of the list above, as labelled records.
> Nc1ccc(-c2cc3ccccc3c(=O)o2)cc1
  LYPLA1 counter = .
  PREPL inhibitor = 21
  pPAFAH FP inh = 10
  PAFAH1B3 inh = 9
  GSTO1 counter = .
  PME-1 primary = .
  LYPLA2 counter = .
  PAD4 inh = 4
  PAFAH1B2 inh = 7

> CC(C)=CCN1CCN(Cc2c[nH]c3ccccc23)CC1CCO (configuration not stated)
  LYPLA1 counter = -2
  PREPL inhibitor = 2
  pPAFAH FP inh = 7
  PAFAH1B3 inh = -3
  GSTO1 counter = 18
  PME-1 primary = -4
  LYPLA2 counter = 3
  PAD4 inh = 2
  PAFAH1B2 inh = 3

> Cc1ccnc(NC(=O)c2ccoc2C)c1
  LYPLA1 counter = 0
  PREPL inhibitor = 11
  pPAFAH FP inh = -1
  PAFAH1B3 inh = -3
  GSTO1 counter = 1
  PME-1 primary = 3
  LYPLA2 counter = 11
  PAD4 inh = 1
  PAFAH1B2 inh = 3

> Cc1ccccc1S(=O)(=O)Nc1ncnc2sccc12
  LYPLA1 counter = -5
  PREPL inhibitor = 15
  pPAFAH FP inh = 1
  PAFAH1B3 inh = -2
  GSTO1 counter = .
  PME-1 primary = -3
  LYPLA2 counter = -4
  PAD4 inh = -3
  PAFAH1B2 inh = 7

# Additional results follow:
# Results follow in this order: LYPLA1 counter | PREPL inhibitor | pPAFAH FP inh | PAFAH1B3 inh | GSTO1 counter | PME-1 primary | LYPLA2 counter | PAD4 inh | PAFAH1B2 inh
Cc1nn(C)c(Oc2cccc(Cl)c2)c1C=O
  -5 | -1 | 2 | 1 | -3 | -1 | 1 | 5 | 1
O=C(NCCc1cccs1)C1CC(c2ccc([N+](=O)[O-])cc2)=NO1 (configuration not stated)
  -4 | 7 | 5 | 15 | 8 | 4 | 18 | -1 | -2
Cc1cc(Cl)ccc1OCC(=O)NNC(=O)CCOc1ccccc1
  4 | -3 | 1 | 10 | . | -1 | 7 | 4 | 11
N=c1n(Cc2ccccc2)c2ccccc2n1CC(O)COc1ccccc1 (configuration not stated)
  -5 | -49 | -1 | 13 | 5 | -5 | 1 | 4 | 1
CC(C)CCN1CCN(Cc2cccc3nonc23)CC1CCO (configuration not stated)
  2 | 20 | 3 | 4 | 1 | 0 | 8 | 5 | 4
CC(C)(C)[C@H]1COC(=O)CCC/C=C/C[C@H](CC(=O)NCCO)C(=O)N1
  . | 4 | 4 | -3 | . | . | . | 2 | -1
NC(=O)CCC(NC(=O)c1ccc(Cl)cc1)C(=O)O (configuration not stated)
  0 | -4 | 2 | -3 | 1 | 3 | 4 | -1 | 2
CCn1c(SCC(=O)NC2CCCC2)nnc1-c1cccnc1
  -3 | 2 | 2 | -2 | 2 | -1 | 0 | -1 | 4
Fc1c(F)c(F)c(N=Cc2ccc3ncccc3c2)c(F)c1F
  2 | -1 | -2 | 7 | -4 | -2 | 1 | 0 | 3
COc1ccc(C2CC(=O)Oc3c2c(=O)n(C)c2ccccc32)c(OC)c1OC (configuration not stated)
  3 | 0 | 5 | -1 | -6 | -5 | 12 | -5 | 9
CCOc1ccc(CCNC(=O)CN2C(=O)c3cccnc3Oc3ccc(C)cc32)cc1OCC
  -1 | 4 | -4 | 4 | 5 | 0 | -4 | 0 | 2
Cc1ccc(S(=O)(=O)NC(=O)c2cc(C)n(-c3cc(S(=O)(=O)N4CCOCC4)ccc3N3CCCC3)c2C)cc1
  0 | -1 | 18 | 4 | 3 | 4 | -1 | -4 | 3
O=C(C[n+]1ccc(/C=N/O)cc1)N1CCCCC1
  2 | -5 | 6 | 5 | 10 | 8 | -2 | 2 | 5
COc1cc(OC)c2c(-c3cccc(-c4ccc(CO)cc4)c3)cc(=O)oc2c1
  . | . | 1 | 5 | . | . | . | -4 | 1
Nc1nc(SCC(=O)N2N=C3/C(=C/c4ccco4)CCCC3C2c2ccco2)n[nH]1 (configuration not stated)
  -2 | 9 | 11 | -1 | -7 | 8 | 2 | -3 | 3
CCOC(=O)c1[nH]c(C)c(C(=O)OCC(=O)NC(C)c2ccc(F)cc2)c1C (configuration not stated)
  -7 | -4 | -4 | -8 | . | -9 | -12 | 3 | -3
O=C(c1ccc(-c2ccc([N+](=O)[O-])cc2)o1)N1CCCC(C(F)(F)F)C1 (configuration not stated)
  0 | 8 | 6 | 4 | 6 | 1 | 7 | 0 | 4
CCn1c(COc2ccccc2C)nnc1SCC(=O)N1CCN(c2ccccc2)CC1
  4 | -27 | 12 | 7 | 2 | -4 | 14 | -5 | 7

# Taken from above:
# In GSTO1 counter, `COc1ccc(C2CC(=O)Oc3c2c(=O)n(C)c2ccccc32)c(OC)c1OC` (configuration not stated) has the entry -6
# In PAFAH1B3 inh, `CCc1c(C)nc(N2CCN(c3ccc(Cl)cc3)CC2)[nH]c1=O` has the entry 6

# Results in PAFAH1B2 inh, LYPLA1 counter and PME-1 primary, for two of the compounds above:
Structure,PAFAH1B2 inh,LYPLA1 counter,PME-1 primary
Nc1ccc(-c2cc3ccccc3c(=O)o2)cc1,7,.,.
CC(C)=CCN1CCN(Cc2c[nH]c3ccccc23)CC1CCO (configuration not stated),3,-2,-4

# Compound activity deposited in PubChem BioAssay by The Scripps Research Institute Molecular Screening Center.

# The list is partial, so the mix of outcomes need not match the whole.
